Screening data: PubChem, several laboratories
MEKK2 WT-MEK5 = raises or lowers MEK5 binding to wildtype human MEKK2 PB1 domain; binding response (% of control), % at 10 µM; 290,000 compounds, 1.1% hits; bead flow cytometry, Alexa488-MEK5 binding to MEKK2 WT; actives lie on both sides; Q9Y2U5; in the data active = binding response below about 67% or above about 130%
SUMO HTRF inh = SUMOylation inhibition; P63279; inhibition, % at 35 µM; 290,000 compounds, 0.36% hits; HTRF SUMOylation assay, SAE1/SAE2 + UBC9, in vitro; in the data active = inhibition above about 50%, passing the limit was not always enough; also: strong numbers were not always called active
Target sequence (P63279 whole entry, looked up): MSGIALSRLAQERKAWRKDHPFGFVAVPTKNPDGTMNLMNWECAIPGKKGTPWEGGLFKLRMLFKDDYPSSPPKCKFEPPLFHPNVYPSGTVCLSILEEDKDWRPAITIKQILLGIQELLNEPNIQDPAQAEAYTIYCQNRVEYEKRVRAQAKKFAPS
NALP1 yeast inh = NALP1 inhibition; S. cerevisiae NALP1/ASC/caspase-1 growth, X-gal OD620, 72 h; inhibition, % at 10 µM; 280,000 compounds, 0.61% hits; AID 2071; in the data active = inhibition mostly above about 24%, no sharp cut-off; inactive = mostly below about 32%; also: some compounds called inactive have numbers as strong as hits
MEKK2 mut-MEK5 = signal of MEK5 binding to mutant human MEKK2 PB1 domain; bead flow cytometry, Alexa488-MEK5 binding to MEKK2 mutant; percent response, % at 10 µM; 290,000 compounds, 0.35% hits; AID 1530; in the data active = percent response above about 24%, passing the limit was not always enough; also: inactives centre near 1; some results filed as inactive read as strong as hits; reference of the scale not given here
p-CIP stab down = lowers stability of the mouse p/CIP coactivator protein. Q05BA5. F442A p/CIP-EGFP cells, EGFP fluorescence, 16 h. decrease of EGFP signal, % at 10 µM. 290,000 compounds, 0.01% hits;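 active = EGFP signal decrease of at least 30% at 10 µM or well 3 SD below plate mean, unless failing retest; inactive = the rest, including hits failing retest or dose response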; also: some compounds called inactive have numbers as strong as hits; many of its hits are not listed in these tables
IDE cell activ = IDE (human) activation, cell-based. P14735. HEK cells, FAbeta-B cleavage, fluorescence polarization; 0% vehicle, 100% cell-free pure enzyme wells. activation, % at 5.96 µM. 340,000 compounds, 0.073% hits;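 active = activation above the mean of all tested compounds plus 3 SD, set per screening campaign, cut at about 17% in these data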
M18AAP inhibitor = blocks P. falciparum M18 aspartyl aminopeptidase | recombinant PfM18AAP, H-Glu-NHMec fluorogenic cleavage | inhibition, % at 7.35 µM | 290,000 compounds, 1.2% hits;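 active = inhibition above the campaign mean inhibition over all tested compounds plus 3 SD, cut at about 28% in these data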;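 also: 0% = plate median of test compound wells and 100% = 2 mM ZnCl2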
IDE inh = inhibits human insulin-degrading enzyme in HEK cells; P14735; FAbetaB cleavage, fluorescence polarization; inhibition, % at 5.59 µM; 320,000 compounds, 0.41% hits; AID 434962;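 active = percent inhibition above the average of all tested compounds plus 3 SD, set per screening campaign, cut at about 16% in these data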;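 also: IDE supplied by intact live HEK cells; FP after avidin binding of uncleaved biotin substrate so inhibition keeps polarization high; 0% = DMSO wells and 100% = 60 µM reference IDE inhibitor Ii1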
MEKK3 PB1 HTS = raises or lowers MEK5 binding to the human MEKK3 PB1 domain. Q99759. 290,000 compounds, 1.4% hits. binding response (% of control), % at 10 µM. bead-based flow cytometry, Alexa488-MEK5 binding to MEKK3; actives lie on both sides; 0 = blocked by unlabeled MEK5, 100 = vehicle;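 active = binding response more than 3 SD above or below the average of its plate-row segment, actives on both sides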;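 also: Alexa488 bead fluorescence after subtracting the streptavidin-only scavenger bead signal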
Target sequence (Q99759 whole entry, looked up, the tested form may be a part): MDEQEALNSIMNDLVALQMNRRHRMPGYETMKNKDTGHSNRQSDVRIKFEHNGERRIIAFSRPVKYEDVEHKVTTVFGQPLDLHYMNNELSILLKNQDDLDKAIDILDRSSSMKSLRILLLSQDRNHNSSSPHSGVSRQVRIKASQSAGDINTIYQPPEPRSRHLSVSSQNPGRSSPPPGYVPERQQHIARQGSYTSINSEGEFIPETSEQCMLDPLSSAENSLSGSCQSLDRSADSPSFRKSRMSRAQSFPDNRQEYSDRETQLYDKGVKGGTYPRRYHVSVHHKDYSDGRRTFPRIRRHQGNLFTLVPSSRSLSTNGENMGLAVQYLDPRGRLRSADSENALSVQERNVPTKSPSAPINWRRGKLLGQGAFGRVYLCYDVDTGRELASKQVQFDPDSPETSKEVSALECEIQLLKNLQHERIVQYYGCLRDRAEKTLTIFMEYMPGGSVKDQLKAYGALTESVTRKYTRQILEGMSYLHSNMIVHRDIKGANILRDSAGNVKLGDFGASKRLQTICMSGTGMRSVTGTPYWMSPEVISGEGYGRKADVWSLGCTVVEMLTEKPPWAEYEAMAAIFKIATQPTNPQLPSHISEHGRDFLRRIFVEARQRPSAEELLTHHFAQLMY
Active calls of the source: *; · = not tested or not shown; [ ] = dose if it differs, or a comment. An excerpt; count on the stated rates, not on these rows.

Structure	MEKK2 WT-MEK5	SUMO HTRF inh	NALP1 yeast inh	MEKK2 mut-MEK5	p-CIP stab down	IDE cell activ	M18AAP inhibitor	IDE inh	MEKK3 PB1 HTS
COc1cc2ncnc(NCc3ccc4c(c3)OCO4)c2cc1OC	106.0	5.0	8.3	4.0	2.8	0.4	-4.5	6.9	104.0
COc1cccc(C(=O)COc2ccc(NC(=O)c3ccccc3)cc2)c1	96.0	0.7	13.6	-2.0	-0.5	-0.6	9.5	·	101.0
CCN1CCN(C(=O)c2ccc3c(=O)n(Cc4ccccc4OC)c(=S)[nH]c3c2)CC1	105.0	-0.4	0.5	7.0	5.5	4.7	1.7	4.3	101.0
ClCc1csc(-c2ccc(Cl)cc2)n1	99.0	15.3	35.8	6.0	-3.2	-3.1	-0.3	-1.3	98.0
CC(=O)Nc1ccc(SC[C@H](Cc2ccccc2)N2CCN(CCc3ccccc3)CCC2=O)cc1	106.0	10.1	5.2	4.0	-9.8	1.6	·	4.9	111.0
CC(C)CCn1cnc2c(NCc3ccccc3)ncnc21	98.0	3.4	16.9	-2.0	-10.0	-1.2	-2.9	5.2	96.0
CC(O)[C@H]1CNC(=O)C(=O)N1CCc1cccc(F)c1 (stereo partly specified)	85.0	13.1	·	-16.0	-6.3	-0.4	·	3.7	84.0
CCOC(=O)C1CCN(S(=O)(=O)c2cccc(C(=O)Nc3ccccc3)c2)CC1	99.0	-4.5	15.6	-5.0	-7.3	2.9	-0.1	0.6	100.0
O=C(/C=C/c1cccs1)N1CCN(Cc2ccc3c(c2)OCO3)CC1	96.0	-9.5	31.4	-3.0	-12.1	5.6	-12.0	0.3	98.0
COc1ccccc1NC(=S)N1CCN(c2nc(-c3ccccc3)cs2)CC1	103.0	10.6	-6.7	-7.0	-15.7	-4.5	0.8	2.5	100.0
COc1ccccc1C(=O)NNC(=O)c1ccc(F)cc1	104.0	-7.5	-25.3	1.0	5.2	5.7	0.8	1.3	125.0
CC(C)(C)C1CCC(OC(=O)C[N+]2(C)CCCCC2)CC1 (stereo unspecified)	91.0	14.7	1.2	-14.0	-4.6	-2.0	5.6	8.4	96.0
Cc1ccc2nc3ccc(N4CCCCCCC4)nn3c(=O)c2c1	93.0	28.6	-2.9	0.0	-6.1	-0.3	-8.3	5.4	98.0
COc1ccc(-n2nc(C(=O)NCC(=O)NCC3COc4ccccc4O3)c3ccccc3c2=O)cc1 (stereo unspecified)	101.0	11.4	13.8	1.0	-7.4	2.6	1.0	-1.2	103.0
O=C(c1ccco1)c1cn(CC(=O)N2CCCCCC2)c2ccccc12	102.0	6.0	10.7	0.0	-2.2	1.4	-1.5	-0.3	97.0
COc1cc(CN2CCCC(C(=O)c3ccccc3SC)C2)cc(OC)c1 (stereo unspecified)	109.0	0.4	10.5	0.0	-6.5	0.3	-4.1	-0.8	102.0
C=C1CN(Cc2ccccc2)S(=O)(=O)c2ccccc21	97.0	6.1	-24.2	-5.0	2.8	4.0	·	-1.2	94.0
Cc1ccc(-c2nn(-c3cc(N4CCNCC4)ccc3[N+](=O)[O-])c(=O)c3ccccc23)cc1	145.0*	-8.1	8.4	15.0	-16.3	1.4	-2.7	-3.5	99.0
O=S1(=O)N[C@H](c2ccccc2)C[C@H](c2ccc(C(F)(F)F)cc2)O1	105.0	-5.6	12.8	0.0	8.9	4.1	-5.6	-1.6	105.0
CC1(C)CCc2cc(CN3CCN(c4ccccn4)CC3)ccc2O1	102.0	-9.4	20.7	1.0	-7.9	0.8	-2.8	0.4	100.0
Cc1cc([N+](=O)[O-])c(C)cc1-c1ccc(/C=N/NC(=O)Cn2nnnc2N)o1	101.0	22.3	-2.9	-1.0	-3.2	0.3	4.9	-1.0	104.0
N#CC(=C1N=c2ccccc2=N1)c1c(O)[nH]c2ccccc12	100.0	-3.3	39.9	9.0	3.7	·	2.0	·	104.0
COc1ccc(/C=C/C(=O)NCC2COc3ccccc3O2)cc1OC (stereo unspecified)	92.0	4.6	5.6	-6.0	-10.9	5.4	-3.7	3.8	100.0
CCCC(=O)Nc1ccc(NCc2ccc(C)s2)cc1	108.0	-7.7	10.8	8.0	-5.9	5.6	0.8	-1.6	104.0
O=C(O)c1ccc(S(=O)(=O)N2CCC(n3nnc4cc(C(F)(F)F)ccc43)CC2)cc1	95.0	-3.2	7.5	-2.0	6.2	0.5	1.7	7.0	98.0
CC(C)(C)c1ccc(C2=NC(=O)C(CC(=O)O)S2)cc1 (stereo unspecified)	97.0	-21.7	·	-3.0	14.0	7.4	3.7	-1.3	99.0
CCCCOc1ccc(Cc2cnc(N)nc2N)cc1	94.0	9.3	·	-32.0	-3.6	5.5	1.1	-1.8	87.0
Cc1ccccc1C(=O)NC(=S)Nc1ccc2[nH]c(=O)[nH]c2c1	117.0	3.8	-2.1	3.0	-4.4	1.8	-10.1	2.8	135.0*
Cc1nc2ccccc2n1CCc1nc2c3ccccc3nc(=S)n2[nH]1	108.0	-0.7	-13.7	1.0	-4.2	-7.9	-4.0	-5.1	107.0
O=C(Nc1ccccc1)NC1(C(=O)NCc2cccs2)CCCCC1	87.0	22.7	28.5	-8.0	-15.1	-1.7	-10.4	-5.6	88.0
O=C(c1ccc(Cl)c(S(=O)(=O)N2CCCC2)c1)N1CCN(c2ccc(F)cc2)CC1	99.0	16.7	6.8	-2.0	1.7	-2.4	-1.5	8.8	103.0
OC(COc1ccc(Cl)cc1)CN1CCN(c2cccc(Cl)c2)CC1 (stereo unspecified)	101.0	-3.1	17.9	5.0	3.6	-3.2	0.4	-9.6	97.0
CCC1(c2ccccc2)NC(=O)N(CC(=O)NCc2ccc(OC)cc2)C1=O (stereo unspecified)	96.0	6.9	-4.4	0.0	-1.3	-1.1	-1.0	7.2	99.0
CCCCCN1C(C)=CC(=C(C#N)C#N)C=C1C	99.0	10.3	-10.3	-8.0	-1.5	-2.9	-12.5	5.1	106.0
Cc1c(C2(O)C(=O)Nc3ccc(F)cc32)c(=O)n(-c2ccccc2)n1C (stereo unspecified)	101.0	8.2	-12.8	-2.0	-8.3	4.5	-8.9	-1.3	102.0
COc1cc(CC(=O)NCCCc2ccccc2)cc(OC)c1OC	99.0	16.6	17.0	2.0	-19.3	-3.9	0.9	0.4	102.0

Two consecutive entries already listed, for reference:
Structure	MEKK2 WT-MEK5	SUMO HTRF inh	NALP1 yeast inh	MEKK2 mut-MEK5	p-CIP stab down	IDE cell activ	M18AAP inhibitor	IDE inh	MEKK3 PB1 HTS
Cc1c(C2(O)C(=O)Nc3ccc(F)cc32)c(=O)n(-c2ccccc2)n1C (stereo unspecified)	101.0	8.2	-12.8	-2.0	-8.3	4.5	-8.9	-1.3	102.0
COc1cc(CC(=O)NCCCc2ccccc2)cc(OC)c1OC	99.0	16.6	17.0	2.0	-19.3	-3.9	0.9	0.4	102.0

Additional structures follow.
Structure	MEKK2 WT-MEK5	SUMO HTRF inh	NALP1 yeast inh	MEKK2 mut-MEK5	p-CIP stab down	IDE cell activ	M18AAP inhibitor	IDE inh	MEKK3 PB1 HTS
Cc1ccc2cc(C(=O)O)c(C)nc2c1	105.0	-4.2	-6.4	12.0	-8.1	2.3	1.3	0.2	108.0
Cc1ccc(CC(=O)NC2CCSC2=O)cc1 (stereo unspecified)	86.0	-8.3	-0.1	-12.0	-8.9	1.4	-10.5	1.0	96.0
Cc1occc1-c1nnc(SCC(=O)NCCc2ccccc2)n1Cc1ccccc1	102.0	24.4	17.0	-1.0	-4.0	4.7	-10.4	3.7	95.0
CCOC(=O)CC1(NC(=O)C2CCC(=O)N(C3CC3)C2)CCCCC1 (stereo unspecified)	97.0	7.5	24.4	0.0	1.4	3.9	-6.8	-8.0	99.0
COC(=O)C1=NN[C@H](C(=O)OC)[C@H]1c1ccccc1	105.0	11.4	5.6	-1.0	-4.3	1.0	3.4	5.6	103.0
N#Cc1ccc(C(=O)Nc2cccc3ncccc23)c(F)c1	101.0	6.4	-2.4	-3.0	8.1	-1.3	-4.6	14.1	100.0
Nc1nc(SCC(=O)NCc2ccccc2)n[nH]1	101.0	6.2	0.3	3.0	11.2	-1.3	0.6	0.2	106.0
CCN(C(=O)c1cc2c(=O)n3ccccc3nc2n1CCCOC)C1CCCCC1	102.0	34.0	9.3	-1.0	-21.2	8.9	9.4	4.8	99.0
Nc1nc(Br)c2c(F)cccc2c1-c1ccccc1	·	-0.8	0.2	·	7.2	9.7	0.9	-7.1	·
Cc1cccc(NC(=S)NNC(=O)c2csc3c2CCC(C)C3)c1 (stereo unspecified)	100.0	-69.2	-21.1	3.0	0.4	1.1	-5.2	1.4	95.0
O=C(NC1=NCCS1)Nc1ccccc1	114.0	10.1	6.8	6.0	-4.5	2.1	-2.6	-2.0	113.0
O=C(O)c1ccc(CNC(=O)c2ccccc2NC(=O)c2cccc([N+](=O)[O-])c2)cc1	92.0	11.0	13.0	-11.0	5.0	4.4	7.0	1.6	97.0
CCc1ccccc1OCCCN1CCCC1	115.0	14.4	3.3	14.0	-6.5	5.0	-1.6	2.8	109.0
CC(NC(=O)COC(=O)Cc1ccsc1)c1ccccc1 (stereo unspecified)	103.0	1.9	32.0	0.0	-14.1	3.8	1.1	-1.1	96.0
COc1ccccc1C1CC(c2ccc(F)cc2)Nc2ncnn21 (stereo unspecified)	99.0	20.7	6.9	-3.0	-4.7	0.3	7.5	4.7	100.0
CCCCOc1ccc(CCC(=O)N/N=C/c2ccco2)cc1	100.0	5.6	0.1	1.0	2.8	3.0	-2.8	6.5	97.0
C=CCN1C(=O)CN=C1NCc1ccccc1	100.0	13.6	29.4	-1.0	-0.7	-1.6	3.5	0.1	100.0
[O-]/C(=C(\C(=S)NCc1ccccc1)[n+]1ccccc1)c1ccc(Cl)s1	81.0	13.4	8.7	-3.0	-5.2	-2.9	3.4	3.6	74.0*[inhibitor]
CCCCCC(O)(CCCCC)C(=O)NNc1ccccc1	102.0	-0.2	-9.7	7.0	-3.5	5.3	-8.1	0.1	100.0
Cc1cccc(Nc2nc(NCc3ccco3)c3ccccc3n2)c1	145.0*	-36.5	0.2	14.0	1.1	-1.4	-0.3	-3.2	106.0
O=C(O)CSc1ncnc2scc(-c3ccccc3)c12	98.0	13.0	-4.0	5.0	-11.4	0.5	-3.8	4.2	97.0
NC(=O)CSC1=N/C(=C\c2ccco2)C(=O)N1c1ccc(OC(F)F)cc1	94.0	13.4	-4.9	-3.0	-23.5	4.1	8.8	-1.2	100.0
Cc1ccc(-c2cccc(C(=O)NCc3ccccc3)n2)c2ccccc12	103.0	-6.1	26.7	-3.0	-13.7	0.8	-7.7	-2.4	110.0
CC1CCN(c2ccc(N3C(=O)C4CCCCC4C3=O)cc2[N+](=O)[O-])CC1 (stereo unspecified)	101.0	-2.3	25.8	-2.0	-18.9	5.6	1.4	4.2	100.0
N#C/C(=C\c1ccc(O)cc1)C(=O)NCc1cccc(Cl)c1	101.0	-4.3	-0.5	1.0	-2.5	-0.9	1.7	6.3	102.0
COc1ccc(N=c2oc3cc(O)ccc3cc2C(=O)Nc2ccccn2)cc1OC	98.0	20.2	18.1	-3.0	-16.1	8.2	-0.4	2.0	103.0
COc1ccc(-c2cn3c(C)c(C(=O)Nc4cc(NC(C)=O)ccc4OC)sc3n2)cc1	104.0	-4.2	11.1	0.0	-2.0	-8.1	14.2	-0.1	105.0
